High-throughput results (PubChem)
E coli growth = E. coli V3065 growth inhibition, primary screen, counter-screen for AddAB inhibitor project, absorbance, OD600. 18 h. inhibition, % at 11.9 µM. hit rate 0.27% among 330,000. AID 449728, 2010;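 active = inhibition above the campaign's mean inhibition across all tested compounds plus 3 SD, cut at about 9.9% in these data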;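 note: uninfected addAB+ strain grown without phage in ampicillin broth; 0% = DMSO wells and 100% = ciprofloxacin 0.95 µg/ml wells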
PfHsp90 set2 = growth inhibition of PfHsp90-expressing yeast, primary screen, antimalarial PfHsp90 inhibitor project, S. cerevisiae, BacTiter-Glo luminescence, single point, set 2; BacTiter-Glo ATP, 48 h; yeast lacking PDR1 and PDR3 efflux regulators; inhibition, % at 9.4 µM; hit rate 0.32% among 310,000; AID 504621, 2011;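 active = every replicate shows inhibition above about 80%, whatever the replicate mean, limit read from the data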;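 note: 0% = DMSO neutral controls and 100% = 20 µM radicicol positive controls; yeast relying on Plasmodium falciparum Hsp90 in place of its own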
MOR-DOR inv ag = inverse agonists of MOR-DOR heterodimerization, primary screen, cell-based, luminescence. cell-based MOR-DOR heterodimer luminescence, inverse agonism. inhibition, % at 9.3 µM. hit rate 0.21% among 340,000. AID 504357, 2011; in the data active = inhibition above about 22%, passing the limit was not always enough;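 note: 0% = cells with DMSO and 100% = wells without cells with DMSO; values of inactives mirror those of a sister screen read the other way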
Tat transport = E. coli Tat export inhibitors, primary screen, MC4100, TorA-mCherry reporter, fluorescence, single point; hit rate 0.036% among 340,000; inhibition, % at 10 µM;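 active = mean replicate inhibition at least 50% and at least half of replicates individually reaching 50%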;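 note: exported cargo escapes ClpAP degradation while cytoplasmic cargo is degraded and loses fluorescence; 0% = median of neutral control wells and 100% = median of NaSCN control wells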
HTR5A inv ctr = HTR5A inverse agonists in luminescence cell assay, primary screen, counter-screen for OPRM1-OPRD1 heterodimer inverse agonist project, full-deck HTS. 5-hydroxytryptamine receptor 5A (Homo sapiens), P47898. HTR5A cell line, inverse agonism. inhibition, % at 9.3 µM. hit rate 0.083% among 340,000; in the data active = inhibition mostly above about 23%, no sharp cut-off; inactive = mostly below about 18%;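 note: 0% = cells with DMSO and 100% = no-cell wells with DMSO; some compounds called inactive have numbers as strong as hits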
Target sequence (P47898 whole entry, looked up): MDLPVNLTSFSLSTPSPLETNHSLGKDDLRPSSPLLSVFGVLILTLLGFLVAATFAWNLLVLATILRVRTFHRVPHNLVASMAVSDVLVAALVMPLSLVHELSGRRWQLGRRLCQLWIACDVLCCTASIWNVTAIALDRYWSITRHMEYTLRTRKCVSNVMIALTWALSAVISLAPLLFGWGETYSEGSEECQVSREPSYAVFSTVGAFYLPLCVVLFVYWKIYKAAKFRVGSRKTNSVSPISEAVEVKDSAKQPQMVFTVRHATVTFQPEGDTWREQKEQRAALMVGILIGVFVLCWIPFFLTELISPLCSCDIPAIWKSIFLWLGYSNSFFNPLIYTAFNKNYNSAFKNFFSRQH
PKA-R1A act = activators of PKA-R1A holoenzyme, primary screen, biochemical, fluorescence polarization, Cy5-IP20, bovine R1A, mouse PKAc. AID 504707, 2011. PKA-R1A dissociation; scaled: DMSO 0%, 113 µM cGMP 100%. activation, % at 11.4 µM. hit rate 0.083% among 340,000. cAMP-dependent protein kinase type I-alpha regulatory subunit (Bos taurus) + …;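 active = percent activation above the mean of all tested compounds plus 3 SD, cut at about 19% in these data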;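 note: higher means more PKAc released from R1A so a rise in polarization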
SUMO Mot1 rescue = yeast Mot1-301 growth rescue at high temperature, primary screen, SUMOylation pathway inhibitor project, S. cerevisiae, ATP luminescence, 38.5C; S. cerevisiae Mot1-301 growth rescue; percent above DMSO median, 100 means doubled; growth rescue, % at 18.8 µM; hit rate 1% among 320,000; AID 2716, 2010;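 active = every valid replicate shows activation above 250% relative to neutral control wells; inactive = the rest, any valid replicate at or below 250%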;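 note: OY570 slx delta 5 strain wells were the positive control but not used for scaling; some compounds called inactive have numbers as strong as hits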
PKA-R2B act = activators of PKA-R2B holoenzyme, primary screen, biochemical, fluorescence polarization, Cy5-IP20, human | cAMP-dependent protein kinase catalytic subunit beta (Homo sapiens) + cAMP-dependent … | PKA-R2B holoenzyme dissociation; R2B truncated from residue 108, S112A mutant; 0% DMSO only, 100% 113 µM cGMP | activation, % at 11.4 µM | hit rate 0.079% among 340,000 | AID 504700, 2011;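 active = activation above a cutoff set at the mean over all compounds plus 3 SD, cut at about 18% in these data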;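 note: higher means more holoenzyme dissociation and a rise in polarization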
Target sequence (P31323 whole entry, looked up, other chains not shown, the tested form may be a part): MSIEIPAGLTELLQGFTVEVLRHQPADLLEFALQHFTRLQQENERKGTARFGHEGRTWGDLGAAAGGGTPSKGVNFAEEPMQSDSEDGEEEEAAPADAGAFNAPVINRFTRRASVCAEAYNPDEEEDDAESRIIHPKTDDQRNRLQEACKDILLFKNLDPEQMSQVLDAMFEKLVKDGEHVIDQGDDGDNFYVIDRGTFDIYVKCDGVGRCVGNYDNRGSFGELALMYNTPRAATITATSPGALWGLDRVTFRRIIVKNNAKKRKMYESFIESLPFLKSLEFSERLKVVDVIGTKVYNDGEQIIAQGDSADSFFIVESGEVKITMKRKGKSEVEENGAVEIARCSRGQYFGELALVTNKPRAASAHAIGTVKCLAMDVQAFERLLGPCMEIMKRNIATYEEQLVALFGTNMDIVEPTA
phage Ecoli inh = growth loss of phage-infected E. coli, primary screen, RecBCD inhibitor project, absorbance, with phage, HTS. inhibition, % at 11.9 µM. hit rate 0.26% among 360,000; in the data active = inhibition above about 11%
AddAB inh = growth inhibition of E. coli expressing H. pylori AddAB, primary screen, AddAB inhibitor project, absorbance; inhibition, % at 11.9 µM; hit rate 0.29% among 330,000; AID 435030, 2010; in the data active = inhibition above about 12%;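 note: 0% = vehicle wells of infected cells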
MOR-DOR ag = agonists of OPRM1-OPRD1 heterodimerization, primary screen, cell-based, luminescence; Mu-type opioid receptor (Homo sapiens) + Delta-type opioid receptor (Homo sapiens), …; cells; activation, % at 9.3 µM; hit rate 0.3% among 340,000; AID 504326, 2011; in the data active = activation above about 18%;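 note: 0% = vehicle-treated cells and 100% = reference agonist; values of inactives mirror those of a sister screen read the other way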
Active calls of the source: *; x = not tested or not shown.

| Compound | PKA-R2B act | MOR-DOR ag | E coli growth | AddAB inh | Tat transport | HTR5A inv ctr | PfHsp90 set2 | SUMO Mot1 rescue | phage Ecoli inh | PKA-R1A act | MOR-DOR inv ag |
| --- | --- | --- | --- | --- | --- | --- | --- | --- | --- | --- | --- |
| COc1ccc(NC(=O)COC(=O)CCc2nc3ccccc3c(=O)[nH]2)c(OC)c1 | -3.8 | -2.6 | -1.9 | 0.9 | -7.3 | 7.0 | 8.5 | 2.9 | 6.0 | -0.3 | 13.5 |
| COc1cccc(CC(=O)Nc2ccc(S(=O)(=O)N3CCCCC3)cc2)c1 | -2.5 | -1.8 | -1.1 | 1.5 | 2.6 | -5.2 | -12.1 | 2.8 | 4.1 | 5.2 | 9.4 |
| CC1(C)CC(=O)c2sc(NC(=O)Cc3cccs3)nc2C1 | -2.2 | 1.1 | 1.8 | 3.0 | 21.5 | -29.3 | x | -18.3 | 0.2 | -0.4 | -6.3 |
| CCc1nc(Nc2cccc(F)c2)c2oc3ccccc3c2n1 | -4.1 | 0.3 | -1.2 | -0.1 | 0.0 | 0.8 | -24.9 | -4.2 | -0.6 | -14.9 | -1.6 |
| CC(C)(C)C(=O)O/N=C(\N)c1c(Cl)cccc1Cl | -4.0 | -2.5 | -0.1 | 4.3 | -4.7 | -12.3 | -4.8 | 1.5 | 1.2 | 8.8 | 12.9 |
| COC(=O)c1ccc(C(=O)Nc2ccc(C(C)C)cc2N)cc1 | -0.8 | -1.1 | -0.4 | -0.3 | -1.6 | 9.1 | -1.4 | -7.3 | 4.2 | 3.9 | 5.5 |
| COc1cc(C2NC(=O)NC(O)(C(F)(F)F)C2C(=O)c2cccs2)ccc1O (stereo unspecified) | -14.5 | 1.1 | -2.5 | -0.9 | 6.4 | 2.1 | -14.4 | 11.7 | 1.9 | -1.6 | -6.1 |
| CCC1CC(/C(C)=N/NC(N)=O)OC1=O (stereo unspecified) | -21.7 | -1.3 | 1.7 | 4.2 | -2.8 | -3.9 | -1.2 | -8.9 | 4.1 | 3.3 | 6.3 |
| COc1ccc(OC)c(NC(=O)COc2ccc(S(=O)(=O)N3CCCC3)cc2)c1 | -10.4 | 0.3 | -0.3 | 2.2 | -5.4 | -7.8 | 1.7 | 171.6 | 2.2 | 2.2 | -2.6 |
| CC(=O)Nc1ccc(C2=CC(=O)C[C@H](c3ccc4c(c3)OCO4)C2)cc1 | -17.1 | -2.8 | 1.2 | 3.9 | 1.7 | -0.1 | -8.6 | 6.4 | 2.5 | -12.1 | 15.3 |
| Cc1[nH]c2ccc(C(=O)N3CCCCC3)cc2c1C | -0.1 | 1.1 | 0.7 | 0.7 | -8.4 | -0.7 | 10.6 | -3.0 | 1.8 | 7.6 | -5.0 |
| O=C(NCCc1ccc(Cl)cc1)c1cccs1 | 3.3 | -0.8 | 1.6 | 0.9 | -2.8 | 6.5 | 15.6 | 0.1 | 2.3 | 7.6 | 4.1 |
| CCn1cc(C(=O)NCCCN2CCC(C)CC2)c(=O)c2cc(S(=O)(=O)N3CCCC3)ccc21 | 2.8 | -3.0 | -1.4 | 0.3 | -11.7 | -14.4 | 24.4 | 1.8 | 2.3 | 9.5 | 14.6 |
| CC(C)c1ccc(N=C(N)N=C(N)N)cc1 | -3.9 | -2.0 | 0.2 | 0.7 | -6.1 | -11.5 | -9.7 | -8.8 | 3.3 | -7.0 | 10.8 |
| COc1ccc(C(=O)c2ccc3oc(-c4ccc(OC)cc4)c(-c4ccc(O)cc4)c3c2)cc1 | 12.1 | 0.2 | 0.8 | 4.1 | 4.2 | 1.9 | -8.5 | -15.1 | 1.4 | -4.6 | -1.1 |
| Cc1ccc(NC(=O)c2cnc(SCC(=O)NCC3CCCO3)n(C)c2=O)cc1 (stereo unspecified) | -6.3 | -0.2 | 3.3 | 1.4 | 31.2 | -11.5 | x | -11.1 | 2.1 | -11.0 | 1.5 |
| COc1ccccc1NC(=O)C1=C(C)Nc2nc(-c3ccc(N(C)C)cc3)nn2C1c1ccncc1 (stereo unspecified) | -4.5 | 0.7 | -2.9 | -1.8 | -5.1 | 4.5 | -25.8 | -3.5 | 2.3 | 3.9 | -3.3 |
| O=C1C2CC=C(Cl)CC2C(=O)N1CCC[n+]1ccccc1 (stereo unspecified) | -2.2 | 0.4 | -2.4 | 0.6 | -10.5 | 12.0 | x | -1.2 | 1.8 | -4.0 | -1.9 |
| Cc1ccc(C)c(S(=O)(=O)N2CCN(CC(=O)NC(=O)NCc3ccccc3)CC2)c1 | -8.1 | 2.9 | -2.0 | -2.7 | 7.2 | -4.1 | -19.7 | -23.5 | 0.6 | -6.2 | -15.8 |
| COc1ccccc1C(=O)NCCOc1ccc(C)c(C)c1 | 8.3 | -1.4 | x | x | 6.7 | 8.0 | 13.3 | -10.7 | -0.5 | -14.0 | 6.8 |
| O=C1c2ccccc2C(Nc2cccnc2)N1Cc1ccc2c(c1)OCO2 (stereo unspecified) | 3.6 | -2.8 | -3.0 | -2.2 | -3.0 | -17.6 | 11.9 | 28.6 | 3.2 | -2.0 | 15.2 |
| O=C(NCc1ccc2c(c1)OCO2)C1CC(=O)N(C2CCCC2)C1 (stereo unspecified) | -17.6 | -1.7 | 1.6 | 1.3 | -3.5 | -21.0 | 29.0 | 0.6 | 0.3 | -16.8 | 9.9 |
| O=C(c1ccco1)N1CCN(c2ncnc3scc(-c4cccs4)c23)CC1 | 0.0 | -0.5 | -0.2 | 2.4 | 6.7 | 1.8 | 30.9 | 77.7 | x | 6.2 | 2.4 |
| O=C(CSc1nccn1-c1cccc(F)c1)NC1CCCC1 | -2.4 | -1.4 | -1.5 | 2.5 | 3.2 | -5.4 | 1.3 | -1.4 | 2.4 | -8.5 | 5.6 |
| CCOc1ccc(NC(=S)NCCCN2CCOCC2)cc1 | -3.7 | -1.1 | -3.9 | -0.2 | -4.4 | 6.0 | -12.1 | -23.6 | 5.5 | 7.3 | 6.4 |
| CC(=O)c1c(C)[nH]c(C(=O)/C(C#N)=C/c2cccc(C)c2)c1C | -12.1 | -0.3 | 1.9 | 5.0 | -2.1 | 8.8 | -8.4 | -8.9 | 2.1 | -1.5 | 2.0 |
| Cc1ccc(S(=O)(=O)N2CCCCC2)cc1NS(=O)(=O)c1ccccc1F | -7.1 | -3.0 | -0.7 | -0.3 | 9.7 | -1.9 | 1.7 | 0.2 | -0.7 | -8.1 | 15.6 |
| Cc1ccc(-c2csc(N3CCN(c4cc5c(cc4Cl)nc(C(C)N)n5CCCO)CC3)n2)cc1 (stereo unspecified) | -6.8 | -1.7 | -1.7 | 3.0 | 3.9 | -14.0 | -8.8 | 126.9 | 1.0 | 7.2 | 9.3 |
| CCCNC(=O)N[C@@H](Cc1ccccc1)C(=O)OC | 1.5 | -3.1 | -1.9 | 0.8 | 1.0 | 7.0 | -4.6 | -6.2 | 1.0 | -3.4 | 16.4 |
| CCc1ccc(CNC(=O)c2ccc3c(c2)NC(=O)C(N2CCOCC2)S3)cc1 (stereo unspecified) | -3.2 | -1.8 | 1.8 | 1.5 | 2.5 | -20.9 | 12.6 | -9.9 | 2.2 | -1.4 | 9.4 |
| Cc1ccc(S(=O)(=O)N2CCC(C(=O)OCC(=O)NC(C)c3ccc(F)cc3)CC2)cc1C (stereo unspecified) | -6.8 | 0.2 | -3.9 | -0.3 | 10.6 | -6.3 | -4.6 | 14.5 | 3.9 | 6.6 | -0.8 |
| COc1ccc(Nc2oc(COc3ccccc3OC)nc2C#N)cc1 | -4.5 | 0.0 | -0.3 | 0.2 | -3.9 | 9.1 | 23.5 | 19.0 | 2.2 | -18.5 | 0.0 |
| COc1ccc(CCN2CC(C(=O)N3CCC(OC)CC3)CCC2=O)cc1 (stereo unspecified) | -8.8 | -0.5 | 4.5 | 1.6 | -5.2 | -1.3 | -0.6 | -0.9 | 1.6 | -1.3 | 2.4 |
| Cc1ccc(C(=O)NCCNS(=O)(=O)c2ccccc2)cc1 | 0.2 | -1.6 | -3.3 | 0.1 | -5.5 | -10.2 | 11.9 | -19.2 | 1.9 | -5.0 | 9.9 |
| COc1cc(OC)cc(N(C(=O)CNC(=O)c2ccco2)C(C(=O)NCC2CCCO2)c2ccccc2)c1 (stereo unspecified) | -2.5 | -2.1 | 0.3 | 1.3 | -0.9 | -19.0 | -28.2 | 19.4 | 0.5 | -2.5 | 13.3 |
| OCC[C@@H]1C[C@@H](O)[C@H](O)[C@@]2(CCc3ccccc3O2)O1 | 0.1 | 0.8 | 2.2 | 3.4 | 4.0 | 2.5 | 5.5 | 512.7 | 1.9 | -7.7 | -4.4 |
| CC(C)C[C@@H](CO)NC(=O)CC[C@H](NC(=O)OC(C)(C)C)C(=O)N(Cc1ccccc1)Cc1ccccc1 | 2.0 | -2.0 | -1.8 | 0.8 | 8.0 | -6.1 | 20.7 | 1.7 | 2.8 | -15.6 | 9.0 |
| CC(C)(C)OC(=O)N1CCCC1C(=O)N1CCCC1C(=O)N1CCCC1C(=O)O (stereo unspecified) | 0.5 | -2.2 | x | x | 16.3 | 12.8 | 21.5 | x | 1.5 | -10.9 | 10.3 |
| COCc1cc(C)nc(N/N=C/c2ccc(-c3ccc(Cl)cc3[N+](=O)[O-])o2)c1C#N | 7.6 | -0.6 | x | x | -5.2 | 3.8 | -48.5 | x | 5.1 | 6.5 | 3.1 |
| C/C(=N\NC(=O)c1c(Br)c(C)nn1C)c1cccc(NC(=O)c2ccccc2C)c1 | 4.5 | -1.5 | 2.8 | 2.8 | -2.9 | -6.9 | -10.2 | 3.6 | 2.8 | -8.0 | 9.2 |
| CSc1n[nH]c(=S)n1N | -2.2 | -1.2 | -0.3 | 0.2 | 3.9 | -12.3 | 9.5 | -5.9 | 0.0 | -1.6 | 6.3 |
| COCCn1c(CNc2ccc(F)cc2)nnc1SCC(=O)Nc1ccc(OC)cc1OC | 2.2 | -2.9 | -0.9 | -0.4 | 1.5 | -9.1 | 13.4 | 21.1 | 4.6 | -11.3 | 15.5 |
| CC(C)c1ccc(C2NC(=O)NC3=C2CCc2ccccc23)cc1 (stereo unspecified) | 6.1 | 2.5 | -0.8 | 1.4 | 8.9 | -8.3 | -4.2 | -0.3 | 2.0 | -12.8 | -13.2 |
| O=C(NCCc1ccccc1)c1ccc(=O)[nH]c1 | -6.1 | -0.6 | 0.4 | -1.0 | -5.6 | 6.5 | 12.1 | -11.3 | 2.8 | -12.6 | 3.3 |
